Assay outcomes as filed in PubChem.
IMPase cell inh – qHTS Assay for Identifying the Cell-Membrane Permeable IMPase Inhibitors; 120,000 tested, under 10 active; AID 901, 2007; CHO-M1 cells, IP1 accumulation, HTRF TR-FRET ratio; inhibition (IP1 accumulation), % at 46.1 µM; Inositol monophosphatase 1 (Rattus norvegicus), P97697; active = well fitted curve in the direction sought with a large enough effect in the signal ratio, not every such curve was filed as active; inconclusive = small, poorly fitted or top-dose-only effect, or a change in a side signal; inactive = no such curve, though single readings can be large or run the other way; the % refers to the signal ratio;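 note: cells stimulated with carbachol in lithium chloride buffer; plate controls were DMSO basal wells for no effect and reference inhibitor wells for full effect; higher means more IMPase inhibition seen as more IP1 and lower FRET ratio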
Target sequence (P97697 whole entry, looked up): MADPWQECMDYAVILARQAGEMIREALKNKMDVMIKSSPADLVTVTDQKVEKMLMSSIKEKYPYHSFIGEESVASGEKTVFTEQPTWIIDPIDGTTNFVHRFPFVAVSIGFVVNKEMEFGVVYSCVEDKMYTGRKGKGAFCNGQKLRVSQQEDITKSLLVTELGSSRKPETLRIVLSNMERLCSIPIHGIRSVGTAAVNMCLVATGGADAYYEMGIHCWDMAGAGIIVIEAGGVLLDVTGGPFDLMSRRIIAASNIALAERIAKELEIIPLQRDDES
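The IP-One HTRF competitive assay in carbachol-stimulated CHO-M1 cells quantifies cellular IP1. Compounds spanned up to 46 uM final, and activity is expressed as AC50 from concentration-response fits of the ratio and donor data.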
12-hLO inh – qHTS Assay for Inhibitors of 12-hLO (12-human lipoxygenase); 0.12% of 150,000 active; Potency, µM (titrated, usually from 57.1 µM), for the others: at the highest dose activity change, negative = inhibition, actives largely listed as inhibitors; Polyunsaturated fatty acid lipoxygenase ALOX12 (Homo sapiens), P18054; purified 12-hLO, xylenol orange hydroperoxide absorbance; note: potency is the fitted concentration of half-maximal effect; nearly all actives have a fitted effect of over 55% in size; many of its hits are not listed in these tables
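Lipoxygenase turnover measured by absorbance at 573 and 405 nm after Fe-XO development. Human 12hLO 150 nM, arachidonate 40 uM, pH 7.0 Hepes buffer with detergent; 15 min compound preincubation, 30 min reaction.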
15-hLO-2 inh – qHTS Assay for Inhibitors of 15-hLO-2 (15-human lipoxygenase 2); 0.56% of 110,000 active; Potency, µM (doses to about 57.1 µM), for the others: at the highest dose activity change, negative = inhibition, most hits filed as inhibitors; Polyunsaturated fatty acid lipoxygenase ALOX15B (Homo sapiens), O15296; purified 15hLO-2, xylenol orange hydroperoxide absorbance; note: potency is the fitted concentration of half-maximal effect; nearly all actives have a fitted effect of over 60% in size; many of its hits are not listed in these tables
Target sequence (O15296 whole entry, looked up): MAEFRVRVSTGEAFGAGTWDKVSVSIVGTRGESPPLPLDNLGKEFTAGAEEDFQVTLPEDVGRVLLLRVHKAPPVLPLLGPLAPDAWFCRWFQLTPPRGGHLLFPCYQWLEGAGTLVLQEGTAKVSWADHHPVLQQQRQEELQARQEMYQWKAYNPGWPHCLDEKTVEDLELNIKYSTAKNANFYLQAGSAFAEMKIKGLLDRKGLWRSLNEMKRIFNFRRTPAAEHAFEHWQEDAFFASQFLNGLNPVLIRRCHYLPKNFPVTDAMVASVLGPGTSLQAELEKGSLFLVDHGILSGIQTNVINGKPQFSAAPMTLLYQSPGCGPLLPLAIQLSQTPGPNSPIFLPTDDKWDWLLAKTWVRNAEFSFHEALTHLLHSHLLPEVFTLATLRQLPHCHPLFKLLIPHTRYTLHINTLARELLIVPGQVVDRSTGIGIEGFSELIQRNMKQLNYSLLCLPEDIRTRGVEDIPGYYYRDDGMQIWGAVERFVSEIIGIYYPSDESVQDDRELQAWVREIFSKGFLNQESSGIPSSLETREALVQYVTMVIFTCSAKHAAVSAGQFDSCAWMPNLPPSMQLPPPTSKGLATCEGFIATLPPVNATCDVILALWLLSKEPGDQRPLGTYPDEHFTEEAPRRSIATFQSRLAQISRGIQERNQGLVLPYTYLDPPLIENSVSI
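Screening format was qHTS against 50 nM purified 15hLO-2 in Hepes pH 7.5 with detergent. Activity follows hydroperoxide formation from 45 uM arachidonic acid, measured as 573:405 nm absorbance ratio of the ferric-xylenol orange complex.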
PNC inhibitor – High Content Assay for Compounds that inhibit the Assembly of the Perinucleolar Compartment; PC3M PTB-GFP, PNC prevalence imaging, 16 h; hits give low values; 3.1% of 140,000 active; activity change (PNC), negative = inhibition, % at 10 µM;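 active = readout at or below -70, meaning at least 70% loss of cells showing the perinucleolar compartment, a nuclear body marking cancer cells; inconclusive = readout between -30 and a set limit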;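 note: plate controls were DMSO wells for no effect and camptothecin positive control wells for full effect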
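Read-out is percentage of cells bearing a perinucleolar compartment, from automated 20x imaging of fixed, Hoechst-stained PC3M PTB-GFP cells. Cells were seeded 4 h, then exposed 16 h to compound (23 nl of library stock) in duplicate plates.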
* = called active by the depositor; u = inconclusive; x = no result given; & = joins results of further samples; [ ] = another dose, or the depositor's remark. Unless noted, calls come from the whole dose curve; as a rule, active = well fitted curve in the direction sought with a large enough effect; inconclusive = small, poorly fitted or top-dose-only effect, or another doubt; inactive = no such curve, though single readings can be large; an effect the other way counts as inactive or inconclusive. Unless noted, % is set by controls: 0 for no effect and ±100 for the full control effect. Some of the compounds tested; rates above refer to the full screens.

compound	15-hLO-2 inh	PNC inhibitor	12-hLO inh	IMPase cell inh
Cc1nc2ccc(C(=O)N3CCSCC3)cc2s1	6%	13	1%	-3
O=C(NC(=S)NC1CCS(=O)(=O)C1)c1cccs1 (stereo not given)	x	38	1%	x
Cc1cc(Cl)ccc1OCC(=O)N1CC(C)CC(C)C1 (stereo not given)	4%	-8	-10%	-1
C/C(=N\NC(=O)c1ccc(N(C)C)cc1)c1ccc(C)cc1C	x	u	2%	x
Cc1noc(C)c1S(=O)(=O)N1CCCC(C(=O)N2CCc3ccccc3C2)C1 (stereo not given)	3%	-27	-2%	7
COc1cc(OC)c(-c2c3cc(O)c(=O)cc-3oc3cc(O)c(O)cc23)cc1OC	x	-27	-21%	18
CN[C@@H]1NC(=O)c2ccccc2N1Cc1ccc(F)cc1	-9%[11.4 µM]	x	1%[11.4 µM]	x
CCCCCC(=O)Nc1c(-c2ccc(OC)cc2)c(=O)c2ccccc2n1C	2%	u	4%	u
CN(C)c1ccc(Nc2nc(-c3cccnc3)cs2)cc1	u	-4	-4%	15
c1cn(CC2(Cn3ccnc3)COC2)cn1	0%	16	-4%	0

Other records
compound	15-hLO-2 inh	PNC inhibitor	12-hLO inh	IMPase cell inh
Cc1ccc2nc(Nc3ccccc3)c(/C=N/O)c(=O)n2c1	x	-100*	-3%	-1
O=C(O)c1ccc(CSc2nnc(-c3ccco3)o2)cc1	1%	-2	3%	-10
O=[N+]([O-])c1cc(-c2nc(-c3ccncc3)no2)cc([N+](=O)[O-])c1	x	-7	-2%	x
Cc1ccc(NS(=O)(=O)c2cc(C(=O)NCc3ccccn3)ccc2Cl)cc1	5%	49	2%	-11
Fc1ccc(Nc2cccc3nccnc23)cc1	x	u	-4%	x
COc1ccc(OCc2nc3ccc(S(=O)(=O)Nc4ccccc4Cl)cc3[nH]2)cc1	x	14	-1%	16
Cc1nnc2c(NC(C)C)nc3ccccc3n12	-9%	u	-4%	4
O=C(CSCC(=O)Nc1ccc2ccccc2c1)NCc1ccccc1	8%	-26	9%	-22
CCOC(=O)C1[C@H]2C(=O)N(CCCOC)C[C@]23C=C[C@H]1O3 (stereo not given in full)	2%	-9	-2%	3
COc1cccc(C(C)NC(=O)c2c(F)cccc2Cl)c1 (stereo not given)	x	44	-2%	x

Next part:
compound	15-hLO-2 inh	PNC inhibitor	12-hLO inh	IMPase cell inh
C=C(Cl)COC(=O)C1C2C=CC(C2)C1C(=O)O (stereo not given)	x	-14	-4%	-6
Clc1ccc(OCCCCSc2ncccn2)cc1	13%	8	-18%	5
COc1c(OC2OC(C(=O)O)C(O)C(O)C2O)cc(O)c2c(=O)cc(-c3ccccc3)oc12 (stereo not given)	x	u	-7%	x
COCCn1c(=O)c(-c2cc(F)cc(F)c2)nc2cnc(OCc3ccccc3)nc21	-1%	x	-1%	x
CCOC(=O)Nc1ccc2c(COC(=O)CNS(=O)(=O)c3cccc(Br)c3)cc(=O)oc2c1	x	49	-4%	x
Cc1oc(-c2ccccc2F)nc1CS(=O)CC(=O)NCc1cccs1 (stereo not given)	0%	1	7%	0
O=C1CC(c2ccccc2)CC(O)=C1C=NCc1ccccc1Cl (stereo not given)	-1%	40	-1%	4
O=C(NC(=S)NCc1ccc2c(c1)OCO2)c1ccccc1	x	67	u	x
CN(C)c1ccnc(SCc2ccccc2Cl)c1C#N	7%	25	-9%	1
Cc1cc(Br)cc(Cl)c1OCC(=O)NC(=O)NCc1ccccc1	x	-27	2%	8

Further structures:
compound	15-hLO-2 inh	PNC inhibitor	12-hLO inh	IMPase cell inh
CC(C)Nc1nc(NC(C)C)nc(NS(=O)(=O)c2ccc(N)cc2)n1	x	30	0%	-8
O=C(C1CCCO1)N1CCN(C(=S)Nc2ccccc2F)CC1 (stereo not given)	x	26	-4%	x
Cc1onc(-c2c(F)cccc2Cl)c1C(=O)NCc1cccs1	1%	64	-2%	7
[O-]/C(=C(\C(=S)Nc1cccc2ccccc12)[n+]1ccccc1)c1ccc(Cl)s1	x	51	-17%	x
CC1CCCCC1NC(=O)/C(C#N)=C/c1ccc2c(c1)OCCO2 (stereo not given)	x	u	-3%	x
Cc1nc2ccc3nc(NC(=O)c4ccc5c(c4)OCCO5)sc3c2s1	-12%	-27	-3%	u
Cc1ccc(Cn2c(N3CCCCCC3)nc3c2c(=O)[nH]c(=O)n3C)cc1	-8%	13	-8%	5
COc1ccc2c(c1OC)C(=O)O[C@@H]2[C@H]1c2c(cc3c(c2OC)OCO3)CCN1C	13%	13	-2%&-2%	6
Cc1cc(S(=O)(=O)Nc2cccnc2)c(C)s1	-6%	7	2%	-5
CCSc1nnc(NC(=O)c2cccc(OCc3c(C)noc3C)c2)s1	-7%	-111*	0%	5

More results follow.
compound	15-hLO-2 inh	PNC inhibitor	12-hLO inh	IMPase cell inh
CC(C)(C)c1[nH]nc2c1C(c1ccccc1OC(=O)N1CCOCC1)C(C#N)=C(N)O2 (stereo not given)	x	37	5%	2
Cc1nn(C)c(C)c1S(=O)(=O)N1CCCC(C(=O)NC2CCCCCC2)C1 (stereo not given)	x	5	-2%	8
COc1ccc(CCN2C(=O)c3cccc4c(C(=O)N5CCCCC5)ccc(c34)C2=O)cc1OC	x	17	-2%	-5
CCCC(C)NC(=O)c1ccc(C2SCC(=O)N2Cc2ccco2)cc1 (stereo not given)	-4%	-10	-2%	12
N=C1/C(=C/c2cccn2CCOc2ccccc2)C(=O)N=C2SC=C(c3ccccc3)N12	x	37	-9%	x
CC(C)c1ccc(/C=C/C(=O)NC(=S)Nc2ccc(CN3CCOCC3)cc2)cc1	x	59	0%	x
Cc1oc(-c2ccccc2F)nc1CS(=O)(=O)CC(=O)NCCCc1ccccc1	-8%	u	-4%	8
COc1cccc(C2C(C(=O)NCc3ccccc3)=C(C)Nc3ncnn32)c1 (stereo not given)	9%	13	-2%	-1
COc1ccc(S(=O)(=O)NC2CC(C)(C)NC(C)(C)C2)c(C)c1C	0%	-9	2%	3
COc1ccccc1N1CCN(CC(O)COc2ccc(S(=O)(=O)N3CCOCC3)cc2)CC1 (stereo not given)	6%	u	5%	14

Additional results follow.
compound	15-hLO-2 inh	PNC inhibitor	12-hLO inh	IMPase cell inh
CCC(Oc1ccccc1)C(=O)Nc1nc2c(s1)C(=O)CC(C)(C)C2 (stereo not given)	9%	39	-2%	-8
CC(=O)N1CCN(c2cccc(C)c2C)CC1	1%	20	-1%	-2
CSc1cc(-c2ccccc2)n(Cc2ccccc2Cl)c(=O)c1C#N	1%	-2	3%	-5
CC(=O)c1cccc(NC(=O)Nc2cccs2)c1	-8%	42	-3%	-10
COc1ccc(OC(C)C(=O)N2CCc3ccccc3C2)cc1 (stereo not given)	-4%	21	2%	1
CC(C)(C)NC(=O)Cn1c(=O)c(=O)n(Cc2ccccc2)c2ccc(Cl)cc21	x	31	-2%	x
Cc1ccsc1C(=O)NNC(=O)Nc1ccc(Cl)c(Cl)c1	-13%	u	-7%	-1
CCOC(=O)c1cc(C)nn1-c1nc(Cl)cc(OC)n1	x	-20	4%	x
Cc1cc(NC(=O)Cn2cc(C(F)(F)F)cc(Cl)c2=O)no1	5%	33	-4%	4
COC(=O)c1ccc(OC(=O)c2ccc(OCc3c(C)noc3C)c(OC)c2)cc1	-3%	17	1%	3

(listing goes on)
compound	15-hLO-2 inh	PNC inhibitor	12-hLO inh	IMPase cell inh
COC(=O)C1=CN(C)C=C(C(=O)OC)C1c1ccccc1Cl	x	-109*	-2%	u
Cc1ccc(C)c(C(=O)CN2C(=O)NC3(CCC(C)CC3)C2=O)c1 (stereo not given)	x	-6	-5%	3
CC(/C(O)=C(\C#N)c1nc2ccccc2n1C)N1C(=O)c2ccccc2C1=O (stereo not given)	-10%	u	-2%	-2
COc1ccc(CCNC[C@H](O)c2ccc(O)cc2)cc1OC	4%	x	-1%	8
O=C(/C(=N\O)n1cncn1)c1ccc(Br)cc1Br	0%	15	5%	5
CCCCOC(=O)Nc1nc(C)c(C(=O)OCC)s1	3%	19	-6%	3
NC(=O)COC(=O)CCCc1nc2ccccc2s1	1%	11	1%	0
Cc1ccc(C)n1CCN1CCN(C(=O)c2ccco2)CC1	-3%	u	-3%	12
CC(=O)Nc1ccc(C2=NN(CC#N)C(=O)SC2)cc1	0%	13	-5%	6
CCc1ccc(C2CC(=O)NC(SCC(=O)OC(C)C)=C2C#N)cc1 (stereo not given)	-5%	u	-1%	6

Additional compounds
compound	15-hLO-2 inh	PNC inhibitor	12-hLO inh	IMPase cell inh
COc1ccc(NC(=O)C2CCN(S(=O)(=O)c3c(C)noc3C)CC2)cc1Cl	4%	u	0%	8
CCOC(=O)N1CCN(C(=O)c2cc(C)no2)CC1	4%	14	0%	-3
O=C1CC(N2CCN(c3ccccc3F)CC2)C(=O)N1c1ccc2c(c1)OCCO2 (stereo not given)	0%	30	1%	u
CCOC(=O)c1ccc(N/C=C2/CCCC(C)C2=O)cc1 (stereo not given)	3%	-10	-6%	-3
N#CNC(N)=Nc1ccc(Cl)cc1	4%[11.4 µM]	x	1%[11.4 µM]	x
CCCc1nc2ccccc2c(=O)n1-c1c(C)n(C)n(-c2ccccc2)c1=O	5%	-8	-1%	0
O=C1c2ccccc2C(=O)N1CCSc1nnc(-c2ccco2)n1Cc1ccccc1	-10%	u	-3%	9
CC(CC(=O)O)(CC(=O)O)c1ccccc1	-6%[11.4 µM]	x	4%[11.4 µM]	x
Cc1cc(C)cc(-n2c3nc4ccccc4nc3c3c(=O)n(Cc4ccco4)cnc32)c1	-16%	u	-29%	0
CCn1cc(/C=N/NC(=O)c2ccc3c(c2)OCO3)c(C)n1	-12%	u	0%	9

Another view of some results above:
The line under a structure holds: 15-hLO-2 inh, PNC inhibitor, 12-hLO inh, IMPase cell inh
> CCCc1nc2ccccc2c(=O)n1-c1c(C)n(C)n(-c2ccccc2)c1=O
  5%, -8, -1%, 0
> Cc1cc(C)cc(-n2c3nc4ccccc4nc3c3c(=O)n(Cc4ccco4)cnc32)c1
  -16%, u, -29%, 0
> O=C1c2ccccc2C(=O)N1CCSc1nnc(-c2ccco2)n1Cc1ccccc1
  -10%, u, -3%, 9

(list continues)
compound	15-hLO-2 inh	PNC inhibitor	12-hLO inh	IMPase cell inh
Cc1ccc(NC(=O)NC(=O)N(C2CCCCC2)S(=O)(=O)c2ccccc2)cc1	x	9	-10%	x
COC(=O)C1=C(C(=O)OC)C2C(C)=CC(C)=CN2C(C(=O)OC)=C1C(=O)OC (stereo not given)	x	u	-2%	x
CCC(C(=O)NC1CCCCC1)n1c(SCc2ccccc2F)nc2ccncc21 (stereo not given)	x	44	-4%	x
COC(=O)C(=NNc1c(C)n(C)n(-c2ccccc2)c1=O)C(=O)OC	x	u	3%	-4
O=C(Cc1ccccc1)NCC1CCCO1 (stereo not given)	-2%	35	-2%	-6
O=C(NCC1CCCO1)c1cccc(Br)c1 (stereo not given)	-10%	-15	-3%	12
O=C(O)COc1c(-c2ccccc2)oc2ccccc2c1=O	0%	7	-3%	4
COc1cccc([C@@H]2Oc3ccc(OC)cc3C(=O)[C@H]2O)c1	x	46	0%	x
Cc1cc(Cl)c(OCCOCCN2CCCCC2)c(Br)c1	x	-102*	-6%	x
CCc1ccc(C=NC23CN4CN(CN(C4)C2)C3)s1	1%	-22	0%	4

(cont.)
compound	15-hLO-2 inh	PNC inhibitor	12-hLO inh	IMPase cell inh
Nn1c(SCC(=O)N2CCCCC2)nnc1-c1ccncc1	-4%	-17	-4%	-1
c1ccc(-n2nnnc2-c2cnc(-c3ccncc3)nc2-c2cccs2)cc1	x	-11	-5%	14
Cc1ccc(-c2cnc(-c3ccncc3)o2)cc1	0%	14	-17%	-8
O=C(CNC(=S)N(CCCN1CCOCC1)Cc1cccs1)NC1CC1	x	-28	-3%	x
COc1ccc(Nc2nc(NCc3ccco3)nc(N/N=C/c3ccccc3F)n2)cc1	x	0	-1%	13
